Screening results as filed in PubChem BioAssay.
TIM10 inh – growth inhibitors of TIM10 yeast strain. S. cerevisiae TIM10 strain growth, BacTiter-Glo luminescence, 24 h. inhibition, % at 10 µM. actives 1.4% (n = 330,000);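 active = inhibition of 40% or more at the single tested concentration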;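 note: wild-type TIM10 isogenic control strain grown at permissive 25 °C; 0% = DMSO yeast wells and 100% = minimal medium wells without yeast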
XBP1 UPR activ – activators of adaptive arm of unfolded protein response (XBP1); AID 463104; activation, % at 20 µM; CHO-XBP1 luciferase reporter, IRE1-XBP1 UPR activation, luminescence; percent of tunicamycin response, DMSO as zero; actives 0.33% (n = 330,000);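 active = versus positive control, 20 µM dose yields 30% or more activation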;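 note: 100% = tunicamycin at 10 µg/mL and 0% = DMSO only wells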
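Material – CHO cell line with stable XBP1 luciferase reporter · Buffer or medium – F12 plus 10% FBS · Compound – single point, 20 µM final compound, 1% DMSO · Schedule – 16-18 h cell attachment at 37 °C, then 6 h compound exposure · Signal – Steady-Glo luminescence read · Benchmarks – high control tunicamycin 10 µg/mL final, low control DMSO vehicle only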
tim10-1 inh – tim10-1 yeast growth inhibition; S. cerevisiae tim10-1 ts strain growth, BacTiter-Glo, 24 h; inhibition, % at 20 µM; actives 2.2% (n = 330,000); AID 463190;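 active = inhibition of at least 40%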;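 note: mutant grown at 25 °C; 0% = DMSO wells with yeast and 100% = wells holding no yeast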
CXCR6 block – blocks human CXCR6 beta-arrestin recruitment; CHO-K1 PathHunter CXCR6 beta-arrestin, luminescence; inhibition, % at 20 µM; actives 0.36% (n = 360,000); AID 602244; in the data active = inhibition above about 34%, passing the limit was not always enough;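 note: antagonist mode with CXCL16 agonist at 10 nM final; 0% = 10 nM CXCL16 with DMSO and 100% = unstimulated wells without agonist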
tim23-1 inh – tim23-1 yeast growth inhibition; AID 463212; actives 1.3% (n = 330,000); S. cerevisiae tim23-1 growth, BacTiter-Glo luminescence, 24 h; inhibition, % at 20 µM;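 active = growth inhibition of the mutant yeast at or above 50%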;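 note: temperature-sensitive mutant grown at 25 °C; plate controls were DMSO-treated mutant yeast for no effect and medium wells lacking yeast for full effect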
CHOP UPR activ – apoptotic UPR (CHOP) activation | CHO-CHOP luciferase reporter, luminescence; percent of tunicamycin response over DMSO baseline | activation, % at 10 µM | actives 0.34% (n = 330,000) | AID 449763;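 active = at 10 µM dose, activation of 40% or more, normalized to positive control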;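 note: 100% = tunicamycin at 10 µg/mL and 0% = DMSO alone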
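Material: CHO-CHOP cells, stable luciferase reporter of PERK-eIF2a-CHOP signalling; quantity: 500 reporter cells seeded per well; buffer or medium: F12 medium containing 10% fetal bovine serum; compound: one dose, 10 µM in 0.5% DMSO; incubation: 6 h compound treatment, 37 °C; measured by: Steady-Glo luciferase luminescence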
APJ antagonist – APJ receptor antagonism; P35414; CHO-K1 APJ beta-arrestin complementation, luminescence; inhibition, % at 20 µM; actives 0.32% (n = 330,000); AID 2521;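 active = inhibition above about 40% at 20 µM, limit read from the data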;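 note: cells challenged with 10 nM apelin-13 agonist together with compound; plate controls were apelin-13 plus DMSO wells for no effect and DMSO wells lacking apelin-13 for full effect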
Mdm2-MdmX inh – inhibitors of human Mdm2/MdmX interaction | O15151+Q00987 | SaOS-2 split-luciferase Mdm2/MdmX complementation, luminescence | inhibition, % at 8 µM | actives 3% (n = 330,000);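 active = inhibition of at least 50% at 8 µM in the primary screen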
Target sequence (O15151 whole entry, looked up): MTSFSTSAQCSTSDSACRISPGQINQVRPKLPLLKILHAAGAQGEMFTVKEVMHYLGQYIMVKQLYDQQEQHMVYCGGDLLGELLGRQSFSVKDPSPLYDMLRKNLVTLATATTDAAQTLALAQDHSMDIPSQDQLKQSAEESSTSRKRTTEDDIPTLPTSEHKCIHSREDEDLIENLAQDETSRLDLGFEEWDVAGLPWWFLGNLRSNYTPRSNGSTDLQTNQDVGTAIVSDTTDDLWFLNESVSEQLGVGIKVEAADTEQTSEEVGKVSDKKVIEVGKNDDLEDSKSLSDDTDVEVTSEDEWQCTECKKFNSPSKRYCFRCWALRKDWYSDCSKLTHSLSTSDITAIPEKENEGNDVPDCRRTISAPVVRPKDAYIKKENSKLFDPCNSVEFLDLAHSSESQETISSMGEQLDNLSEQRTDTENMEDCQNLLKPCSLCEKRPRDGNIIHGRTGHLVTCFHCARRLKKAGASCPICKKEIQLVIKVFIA
Target sequence (Q00987 whole entry, looked up): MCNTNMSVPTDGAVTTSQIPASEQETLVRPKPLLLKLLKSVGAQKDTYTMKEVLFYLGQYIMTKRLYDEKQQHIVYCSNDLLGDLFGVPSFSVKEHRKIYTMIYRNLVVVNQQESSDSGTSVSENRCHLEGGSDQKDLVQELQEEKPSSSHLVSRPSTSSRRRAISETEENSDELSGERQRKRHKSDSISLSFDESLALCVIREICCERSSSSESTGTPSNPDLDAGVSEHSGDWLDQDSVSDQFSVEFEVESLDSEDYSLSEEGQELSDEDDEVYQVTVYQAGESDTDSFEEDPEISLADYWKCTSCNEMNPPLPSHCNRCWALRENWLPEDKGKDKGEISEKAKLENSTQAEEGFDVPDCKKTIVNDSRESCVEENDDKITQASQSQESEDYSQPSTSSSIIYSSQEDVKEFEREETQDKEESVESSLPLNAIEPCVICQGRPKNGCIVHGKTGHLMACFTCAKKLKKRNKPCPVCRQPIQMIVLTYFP
APJ agonist – activates the human apelin receptor APJ | P35414 | CHO-K1 APJ PathHunter beta-arrestin, luminescence; 0% DMSO wells, 100% apelin | activation, % at 20 µM | actives 0.11% (n = 330,000);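 active = activation more than six SD over the plate average, tested at 20 µM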;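 note: 0% = DMSO alone and 100% = apelin-13 at 10 nM; some results filed as inactive read as strong as hits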
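Assay system: CHO-K1 APJ beta-arrestin complementation cell line / Compound: single test compound dose, 20 µM final, 1% DMSO / Times: overnight seeding, 90 min compound at 25 °C, 1 h detection / Technique: beta-gal luminescence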
The depositor's hits bear a star; x = no result given. An excerpt. The share of hits here may be higher or lower than overall.

Structure	TIM10 inh	XBP1 UPR activ	tim10-1 inh	CXCR6 block	tim23-1 inh	CHOP UPR activ	APJ antagonist	Mdm2-MdmX inh	APJ agonist
CCC1CCCCN1C(=O)c1sc2ncnc(N(CC)CC)c2c1C (configuration not stated)	19	-2	34	-2	31	-3.2	-5	21	0
CCSC(=O)NC12CC3CC(CC(C3)C1)C2	-8	-4	-18	-8	-2	0.1	3	4	3
O=C(Nc1ccc(S(=O)(=O)N2CCCC2)cc1)c1ccc(Cl)nc1	12	-2	10	-2	21	1.0	9	12	2
Cc1nc2ncnn2c(C)c1Cc1cccc(C(F)(F)F)c1	-2	-1	14	5	9	0.3	3	-8	3
COc1ccccc1C(=O)NC(C)C(c1cccs1)N1CCOCC1 (configuration not stated)	15	-5	21	-1	8	-0.2	5	14	-2
CC(=O)Nc1ccc(NC(=O)COC(=O)c2n[nH]c3ccccc23)cc1	18	3	10	3	8	-0.5	-6	-12	-4
CSc1nc(-c2ccco2)nn1C(=O)Cc1ccccc1	11	-3	17	-7	12	1.4	6	1	3
CCOc1ccc(C2CC(c3ccc(OC)c(OC)c3)n3nc(N)nc3N2)cc1 (configuration not stated)	5	-2	-5	-6	1	2.2	-12	11	-3
CC(C)CNC(=O)c1ccccc1NC(=O)CN(c1ccc2c(c1)OCCO2)S(C)(=O)=O	-6	2	-6	1	-2	-1.1	9	7	-5
C/C=C/c1ccc(OCCCCN2CC(C)CC(C)C2)c(OC)c1 (configuration not stated)	2	0	-16	4	3	-0.7	-7	8	-4
COc1ccc(CCC(=O)NNC(=O)Cn2nc(C)cc2C)cc1	0	-2	2	1	12	1.2	-11	44	-6
CC1CCN(c2ccc3c(c2)S(=O)(=O)c2cccc(C(=O)NC[C@@H]4CCCO4)c2C3=O)CC1	7	0	9	3	27	0.2	-1	16	-1

Full records, quoted from the list. Order of values: TIM10 inh, XBP1 UPR activ, tim10-1 inh, CXCR6 block, tim23-1 inh, CHOP UPR activ, APJ antagonist, Mdm2-MdmX inh, APJ agonist
`CCC1CCCCN1C(=O)c1sc2ncnc(N(CC)CC)c2c1C` (configuration not stated) in the list: 19, -2, 34, -2, 31, -3.2, -5, 21, 0
`CC(C)CNC(=O)c1ccccc1NC(=O)CN(c1ccc2c(c1)OCCO2)S(C)(=O)=O` in the list: -6, 2, -6, 1, -2, -1.1, 9, 7, -5
`COc1ccccc1C(=O)NC(C)C(c1cccs1)N1CCOCC1` (configuration not stated) in the list: 15, -5, 21, -1, 8, -0.2, 5, 14, -2

Next part
Structure	TIM10 inh	XBP1 UPR activ	tim10-1 inh	CXCR6 block	tim23-1 inh	CHOP UPR activ	APJ antagonist	Mdm2-MdmX inh	APJ agonist
O=C(NCc1ccc2c(c1)OCO2)c1nc(S(=O)(=O)Cc2ccccc2F)ncc1Cl	-21	-9	-17	70*	36	43*	18	78*	6
CCOc1ccc2nc3c(cc2c1)CN(CCCO)C(=NCCOC)S3	30	4	38	8	39	4.1	15	-9	1
CC(=O)c1ccc(NC(=O)CC23CC4CC(C2)CC(n2nnc(C)n2)(C4)C3)cc1	-1	-3	8	-1	20	-0.9	0	-7	-3
COc1ccc(NC(=O)C2=C(C)NC(=S)NC2c2ccc(O)c(OC)c2)cc1 (configuration not stated)	0	-2	1	-1	-14	-2.5	7	38	-1
O=C(NC1CCN(Cc2ccccc2)CC1)c1c(F)cccc1F	0	-3	11	-4	7	-1.7	0	-1	-1
O=C(Cn1ncc2c1-c1ccccc1OC2)Nc1cccc(Cl)c1	28	-5	17	-1	44	-2.8	-7	10	-3
COc1ccc(S(=O)(=O)N2CCC(C(=O)Oc3ccc(C)cc3)CC2)cc1OC	2	0	4	7	-6	1.9	-9	-3	-2
COc1ccc(OC)c(NC(=O)CSc2nc(N)c(-c3ccccc3)c(=O)[nH]2)c1	-11	1	2	3	-6	-0.6	-22	25	-3
CCC(=O)Nc1cccc(C2=NOC3(C2)C[C@@H](C(N)=O)N(C(=O)CC)C3)c1 (some centres not stated)	0	6	4	2	0	-1.8	-2	20	-5
O=C(c1cc2cc(Cl)ccc2[nH]1)N1CCCCC1	3	3	15	-5	20	2.7	17	3	-2
O=C(c1ccc(F)cc1)N1C2CCC1CC(O)(c1ccc(F)cc1)C2 (configuration not stated)	6	-1	24	7	12	-2.1	-5	12	0
CCOC(=O)N1CCN(S(=O)(=O)c2ccc(C(=O)Nc3nnc(CSC)o3)cc2)CC1	-12	-1	-11	-8	6	0.3	9	5	-4
COc1cc(C(=O)NS(=O)(=O)c2ccccc2C)ccc1Cc1cn(C)c2ccc(NC(=O)OC3CCCC3)cc12	22	-4	31	x	24	-1.2	-3	-4	5
COc1cc2oc(=O)cc(C)c2c(OC)c1OC	13	-2	-3	-15	6	-1.6	22	22	-3
COc1cc(/C=N/Nc2nc3ccccc3[nH]c2=O)ccc1O	10	1	19	-2	0	-1.0	6	31	-1
CC(C)(C)OC(=O)N1CCC[C@H]1c1nnc(SC/C=C/c2ccccc2)o1	13	2	34	-2	36	-1.8	-2	23	-3
COCCSc1nc2c(c(=O)[nH]c(=O)n2C)n1CCCc1ccccc1	-5	4	22	-17	11	0.8	7	21	-5
Cc1cc(NC(=O)CCC(=O)N(Cc2ccco2)C(C(=O)NC2CCCCC2)c2ccccc2)no1 (configuration not stated)	3	-1	18	2	1	1.8	29	13	-5
CCc1nnc(NS(=O)(=O)c2ccc(N/C=C\C(=O)c3ccc(C)cc3)cc2)s1	3	-1	22	6	13	1.0	-9	3	1
CCCC(=O)Nc1ccc(NC(=O)c2cccc(OC)c2)cn1	-13	-4	-25	6	0	1.0	10	4	-1
COc1cccc2sc(N(CCCN(C)C)C(=O)COc3ccc(Cl)cc3)nc12	8	-2	9	4	-4	0.7	-2	-4	-4
CCOP(=O)(OCC)c1nc(-c2cccc3ccccc23)oc1NCc1ccc(OC)cc1	11	0	6	12	-8	0.3	-2	36	-3
N#Cc1ccc(C(=O)OCC(=O)NC2CCCC2)cc1	-17	-4	4	0	0	-0.2	-7	11	-2
O=C(Nc1ccc2oc(=O)ccc2c1)c1cccnc1	6	-3	21	-9	29	-2.2	-2	-3	5
O=C(Nc1nccs1)c1ccc(COc2c(F)c(F)cc(F)c2F)o1	11	1	22	2	22	1.3	-3	-10	-3
N#Cc1c2n(c3c(=O)n(CC(=O)c4ccc([N+](=O)[O-])cc4)cnc13)CCCCC2	8	-2	17	-10	9	0.8	-62	-16	5
Oc1ccccc1/C=N/NC1=NCCCCC1	-12	-1	7	-1	-4	-0.9	-32	-38	-4
CN(CC(=O)Nc1cccc(F)c1)C(=O)c1ccccc1-n1cnnn1	1	1	16	2	7	1.0	13	16	-5
CC(=O)c1ccc(NC(=O)N[C@@H](Cc2ccccc2)C(=O)O)cc1	-2	-3	-14	3	-10	-0.4	13	15	-5
COc1cccc(C2C(C#N)=C(N)OC3=C2C(=O)CCC3)c1OC(=O)c1ccco1 (configuration not stated)	-4	-2	0	2	-5	-3.1	-1	25	-3
Fc1ccccc1CN1CCCC(NC2CCC2)C1 (configuration not stated)	-9	2	-3	7	5	-0.3	12	12	0
S=c1[nH]c2cnccc2n1Cc1ccccc1	-5	-2	19	-4	2	1.0	3	-1	-3
COc1ccccc1/C=C(\C#N)C(=O)c1cccn1C	22	-1	43*	2	59*	0.4	1	10	-1
Cc1ccc(-n2c(SCC(=O)NCc3cccs3)nnc2-c2ccoc2C)cc1	21	-2	31	13	32	1.9	25	-4	-2
COC(=O)c1c(NC(C)=O)sc2c1CCN(Cc1ccccc1)C2	1	0	3	3	12	0.1	5	23	-3
CC(=O)c1cccc(S(=O)(=O)N2CCC(C(=O)N(C)Cc3ccc(Cl)s3)CC2)c1	6	-3	24	3	18	0.7	-9	-7	6
Cc1cc(C)n2nc(SCC(=O)NC3CCCC(C)C3C)nc2n1 (configuration not stated)	5	-2	8	6	1	-1.9	-4	6	-1
CC(=O)NCCc1nc2cc(NC(=O)COc3ccc(C)cc3)ccc2n1C	12	6	-13	-1	3	-0.2	2	-4	0
CCOc1ccc(NCC(=O)N/N=C/C=C/c2ccccc2)cc1	6	1	31	-1	7	3.6	4	-9	-1
Cc1sc2ncnc(N3CCC(C(=O)Oc4cccc(Cl)c4Cl)CC3)c2c1C	11	0	25	4	20	0.4	7	-15	-2
CSc1ccc(C2NC(=O)CCC2[N+](=O)[O-])cc1 (configuration not stated)	0	2	-8	4	-3	2.1	-7	17	-2
O=C1C2CCCN2C(=O)N1CCN1CCN(CCO)CC1 (configuration not stated)	-1	1	-14	2	-9	0.5	-2	-1	-3
O=C(CSc1cn(CCNC(=O)c2ccccc2F)c2ccccc12)NCC1CCCO1 (configuration not stated)	10	-1	4	4	10	0.8	12	20	0
CCc1cc2cc(C(=O)N3CCN(Cc4ccccc4)CC3)sc2s1	22	3	12	-4	36	-0.6	-2	2	-3
COc1ccc(C2=NOC3(CC(=O)N(c4ccc(F)cc4)C3=O)C2)c(OC)c1 (configuration not stated)	22	-2	28	-3	24	0.9	-1	9	-2
Cc1cc(NC(=O)/C=C/C(=O)N(CC(=O)NC2CCCC2)c2cccc3ccccc23)no1	-1	-2	15	-9	30	-2.1	-14	53*	0
Cc1ccc(S(=O)(=O)Nc2ccc(C(=O)OCC(=O)N(CCC#N)c3ccccc3)cc2)cc1C	-6	1	19	0	1	2.0	5	1	-2
Cc1cccc(C)c1NC(=O)CN(C)C(=O)C1CC1C (configuration not stated)	-7	-3	-3	-9	-4	-0.1	16	10	1
Cc1nn2c(NCc3cccnc3)c3c(nc2c1-c1ccccc1)CCC3	1	2	28	2	13	-0.3	12	15	-4
COc1cc(/C=C/c2ccc3c([N+](=O)[O-])cccc3n2)ccc1OCC(=O)O	13	1	1	0	15	-1.7	-37	22	4
N#Cc1cnn2c(N)c(-c3ccc(Cl)cc3)cnc12	13	1	18	3	7	3.0	7	12	-1
COc1ccc(N2C(=O)CC(N3CCN(c4ccccc4)CC3)C2=O)cc1 (configuration not stated)	-2	-5	14	0	9	-0.1	21	-9	0
COc1ccccc1NC(=O)C1(c2ccccc2)CCCC1	-26	-4	-18	18	6	-1.6	8	20	-3
CCC(=O)c1ccc(OCC(=O)Nc2cc(S(=O)(=O)N3CCCCC3)ccc2OC)cc1	-1	0	4	3	4	0.5	-24	19	1
Cc1onc(-c2c(Cl)cccc2Cl)c1C(=O)ONC(=O)c1ccccc1	8	6	15	-28	-3	-0.3	6	7	2
CCN1CCCC1CNC(=O)C(=O)NCc1ccccc1 (configuration not stated)	-18	-2	7	-11	-2	-2.2	6	-1	-1
Cc1ccc(-c2nc(-c3cccnc3)no2)cc1	19	-3	24	-10	19	-0.5	7	-178	12
